# TRPM1 prom inh: inhibitors of MITF-driven TRPM1 promoter in melanoma cells | actives 0.83% (n = 330,000) | SK-MEL-5 TRPM1 promoter luciferase, 24 h | inhibition, % at 12.5 µM;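 active means mean inhibition across replicates of 60% or more, whatever share of single replicates reaches that level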; further: values of inactives mirror those of a sister screen read the other way
# Peg3 promoter: Peg3 promoter activity inhibition | HeLa PEG-Prom luciferase reporter, luminescence, overnight | inhibition, % at 20 µM | actives 1.7% (n = 360,000);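 active means inhibition of at least 50% at 20 µM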
# HIF-2a inh: inhibitors of HIF-2a; 786-0 RCC cells HIF-2a reporter, luciferase luminescence, overnight; inhibition, % at 18.8 µM; actives 0.72% (n = 360,000); AID 624352;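 active means inhibition of the luminescence signal of 40% or more relative to plate controls, in a single-dose primary screen at 18.75 µM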
# NR2E3 ag-1: activates human NR2E3 receptor; Q9Y5X4; CHO-S Gal4-NCOR/VP16-NR2E3 two-hybrid, luciferase; inhibition of corepressor binding, % at 3.98 µM; actives 0.35% (n = 360,000); AID 602229;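 active means inhibition above the mean of all tested compounds plus 3 SD, cut at about 70% in these data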;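 further: 0% = DMSO with NR2E3 transfected cells and 100% = cells lacking NR2E3 construct; higher means lower luciferase signal from less NR2E3 corepressor binding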
# Target sequence (Q9Y5X4 whole entry, looked up, the tested form may be a part): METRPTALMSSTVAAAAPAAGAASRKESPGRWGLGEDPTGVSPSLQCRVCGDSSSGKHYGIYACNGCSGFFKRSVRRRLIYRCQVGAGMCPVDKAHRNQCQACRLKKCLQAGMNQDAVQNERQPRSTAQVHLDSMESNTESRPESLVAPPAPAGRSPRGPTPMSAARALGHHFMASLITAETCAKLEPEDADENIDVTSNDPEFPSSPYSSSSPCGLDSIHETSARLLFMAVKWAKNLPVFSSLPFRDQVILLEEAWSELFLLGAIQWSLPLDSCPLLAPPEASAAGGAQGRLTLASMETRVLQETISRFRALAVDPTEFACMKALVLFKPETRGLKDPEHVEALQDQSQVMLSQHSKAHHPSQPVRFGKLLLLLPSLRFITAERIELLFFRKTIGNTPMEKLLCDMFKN
# Vif imaging: blocks HIV Vif function; HEK293T cells, Vif self-association by quenched fluorescence, imaging, 24 h; inhibition, % at 7.49 µM; AID 602346; actives 0.35% (n = 340,000); in the data active means inhibition above about 50%, passing the limit was not always enough; further: some results filed as inactive read as strong as hits
# CF NFkB inh: cystic fibrosis NF-kB activation inhibition. KKLEB NF-kB-GFP reporter, PAF-induced, GFP fluorescence overnight. inhibition, % at 5 µM. actives 0.86% (n = 360,000). AID 588850;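 active means at least 50% inhibition at 5 µM, scaled per plate between neutral and stimulator controls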;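 further: PAF is a Pseudomonas aeruginosa culture filtrate used as stimulus; plate controls were PAF-stimulated DMSO wells for no effect and unstimulated DMSO wells for full effect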
# Shn3 3UTR inh: Schnurri-3 reporter inhibition in Clone20 osteoblasts | inhibition, % at 12.5 µM | actives 0.52% (n = 360,000) | AID 588674 | Clone20 osteoblast Shn3 3'UTR firefly luciferase, 24 h;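 active means mean inhibition of at least 75% with every replicate also reaching 75%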;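 further: 0% = median of neutral control wells and 100% = pilot-screen positive control compound; some compounds past the cut are filed as inactive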
# NR2E3 ag-2: agonists of human nuclear receptor NR2E3. Q9Y5X4. AID 2300. inhibition of corepressor binding, % at 4.78 µM. actives 0.12% (n = 320,000). GST-NR2E3/biotin-RetCOR TR-FRET, 1536-well;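 active means percent inhibition above the cutoff of mean plus 3 SD of all tested compounds, set per screening campaign, cut at about 20% in these data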;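 further: 0% = DMSO wells and 100% = biotin wells as full block of FRET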
#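 System: GST-tagged NR2E3 plus biotinylated RetCOR corepressor; Buffer or medium: pH 7.5 Tris-based buffer; Probe or stimulus: RetCOR corepressor, biotinylated, 7 nM; Doses: compound at 4.8 µM, single dose; Schedule: 5 h incubation at 4 °C; Technique: time-resolved FRET; Evaluation: percent inhibition of TR-FRET ratio; Replication: one well per compound, singlicate testing.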
# KKLEB tox: counter-screen for CF NF-kB inhibitors: cytotoxicity | KKLEB CF airway cells viability, ATPlite luminescence, overnight; hits give low values; cells stimulated with P. aeruginosa culture filtrate | AID 602141 | activity change (cytotoxicity), % at 5 µM | actives 0.36% (n = 360,000);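 active means corrected activity change at or below -50% at 5 µM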
# PDI inh: PDI (human) enzyme inhibition; P07237; PDI insulin aggregation turbidity, A650, 90 min; inhibition, % at 10 µM; actives 0.052% (n = 350,000); AID 588391;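 active means mean inhibition across replicates of 30% or more, whatever share of single replicates reach that level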;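 further: absorbance from insulin aggregation driven by PDI reduction with DTT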
# Target sequence (P07237 whole entry, looked up): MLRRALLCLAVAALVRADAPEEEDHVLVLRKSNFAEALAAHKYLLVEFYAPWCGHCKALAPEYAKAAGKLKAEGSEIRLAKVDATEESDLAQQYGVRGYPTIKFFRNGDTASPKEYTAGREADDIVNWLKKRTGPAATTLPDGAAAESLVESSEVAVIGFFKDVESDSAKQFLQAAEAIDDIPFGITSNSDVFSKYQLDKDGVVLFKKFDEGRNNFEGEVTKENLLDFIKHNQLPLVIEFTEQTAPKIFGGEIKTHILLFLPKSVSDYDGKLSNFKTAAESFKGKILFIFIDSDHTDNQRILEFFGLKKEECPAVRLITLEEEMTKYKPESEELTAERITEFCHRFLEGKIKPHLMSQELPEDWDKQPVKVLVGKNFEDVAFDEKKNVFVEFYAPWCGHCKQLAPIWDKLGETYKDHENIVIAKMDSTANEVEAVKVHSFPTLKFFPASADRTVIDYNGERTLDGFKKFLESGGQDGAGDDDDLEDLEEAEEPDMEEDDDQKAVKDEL
# CaV13 ICDI inh: Disruptors of the CACNA1D IQ motif to Ca2+-dependent inactivation inhibitor domain association, primary screening, Förster resonance energy transfer in intact living … | HEK cells, CFP/YFP FRET ICDI-IQ, plate reader, 10 min; percent FRET-ratio fall versus neutral wells | inhibition, % at 12.3 µM | actives 0.098% (n = 340,000) | AID 743397;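 active means mean replicate inhibition of at least 30% and at least 1% of replicates passing that level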;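 further: 0% = median of the neutral control wells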
# The depositor's hits bear a star; · = not tested or not shown; & = joins results of further samples.
Structure	TRPM1 prom inh	Peg3 promoter	HIF-2a inh	NR2E3 ag-1	Vif imaging	CF NFkB inh	Shn3 3UTR inh	NR2E3 ag-2	KKLEB tox	PDI inh	CaV13 ICDI inh
COC(=O)c1ccc(Oc2nc(N3CCCCC3)nc(N3CCOCC3)n2)cc1	-4	18	16	-18	-7	22	16	1	7	-1	-5
COc1ccccc1NC(=O)CCS(=O)(=O)c1ccccc1	12	-13	-18	-23	-4	5	-22	1	-7	6	-12
O=C(CCN1C(=O)c2ccccc2C1=O)N1CCN(C(=O)c2ccccc2)CC1	-2	17	18	-19	-6	-13	4	1	8	-15	0
COCCNC(=S)Nc1cc(OC)c(OC)cc1C#N	7	1	22	-13	2	-4	3	·	5	-4	2
CC(=O)N1CCN(CC(=O)Nc2ccccc2C(=O)Nc2ccccc2)CC1	6	5	14	2	8	4	-30	·	-26	2	-2
Cc1cc(Cl)ccc1N(CC(=O)NCCSCc1ccco1)S(C)(=O)=O	3	10	20	-9	-5	20	11	-4	-12	-5	-9
CCc1ccn2cc(-c3cc(-c4ccccc4)no3)nc2c1	78*	73*	64*	-15	-9	-27	30	3	-52*	-5	-4
C=CCN1C(=O)N(CC=C)c2cccc3cccc1c23	-10	18	21	-27	3	20	4	4	-9	-1	-2
CCNc1nc(NCC)nc(SCCOC(=O)Nc2ccccc2)n1	-7	-15	-26	-21	-2	24	18	2	-13	6	0
Cc1ccc(-c2nn(-c3cccc(F)c3)cc2CNCc2cccnc2)o1	-52	-62	9	15	-7	-5	-10	-2	-9	-1	-7
CCOC(=O)c1ccccc1NC(=O)c1cc2sccc2n1C	-15	-5	-19	-13	-2	-7	10	3	2	-2	-3
Cn1c(CC(=O)NNC(=O)c2cncc(Br)c2)nc2ccccc21	-9	-1	13	-14	6	-13	-12	·	15	-2	-2
Cc1cccc(C(=O)NC2CCN(C(=O)N3CCOCC3)CC2)c1	0	-8	15	-19	-5	-5	-4	4	10	3	-5
CCN(CC)c1ccc(CN2CCC(C(=O)NCc3ccc(C)cc3)CC2)cc1	·	17	10	7	-1	18	-8	-1	-1	-2	-1
CC(C)CC1C(C#N)=C(N)Oc2n[nH]c(-c3ccccc3)c21 (configuration not stated)	-9	14	8	-23	16	4	-22	-4	-8	11	·

# Part of the list above in order of molar mass, ascending:
Structure	TRPM1 prom inh	Peg3 promoter	HIF-2a inh	NR2E3 ag-1	Vif imaging	CF NFkB inh	Shn3 3UTR inh	NR2E3 ag-2	KKLEB tox	PDI inh	CaV13 ICDI inh
COCCNC(=S)Nc1cc(OC)c(OC)cc1C#N	7	1	22	-13	2	-4	3	·	5	-4	2
Cc1ccc(-c2nn(-c3cccc(F)c3)cc2CNCc2cccnc2)o1	-52	-62	9	15	-7	-5	-10	-2	-9	-1	-7
Cn1c(CC(=O)NNC(=O)c2cncc(Br)c2)nc2ccccc21	-9	-1	13	-14	6	-13	-12	·	15	-2	-2

# (listing goes on)
Structure	TRPM1 prom inh	Peg3 promoter	HIF-2a inh	NR2E3 ag-1	Vif imaging	CF NFkB inh	Shn3 3UTR inh	NR2E3 ag-2	KKLEB tox	PDI inh	CaV13 ICDI inh
CCCCC[C@@H]1C=C(C(=O)O)[C@H](c2ccc(C)cc2)N1S(=O)(=O)c1ccc(C)cc1	-4	4	-1	-5	9	0	3	·	-8	-3	-6
O=C(c1cccc2ccccc12)C1CCCN(C(=O)CCc2cnccn2)C1 (configuration not stated)	1	-8	-14	0	1	4	8	0	4	-1	-4
O=C1C2CCCN2C(c2ccccc2F)N1c1ccc(F)cc1 (configuration not stated)	11	13	18	-14	1	3	8	0	2	1	-4
O=C(O)CSc1nnc(-c2ccc(Cl)cc2Cl)n1Cc1ccccc1	1	5	2	-5	-2	-1	-18	0	13	-11	-7
COc1ccccc1-c1oc2ccccc2c1-c1ccc2cc[nH]c2c1	-6	17	9	6	-5	2	1	-2	1	-53	-2
COc1ccc(-n2c(=S)[nH]c3cc(C(=O)NCc4ccco4)ccc3c2=O)cc1OC	-3&-4	-3&8	-1&17	-30&-3	-1&2	-2&-6	1&2	3	1&-2	1&-4	0&-4
CCCCCCCn1c(NC(=O)CC)nc2ccccc21	14	14	17	25	-4	15	20	4	-5	-1	-4
O=C(O)c1ccc(Nc2nc(-c3ccccc3)c3ccccc3n2)cc1	-6	29	18	-9	-5	0	-7	3	-21	7	-14
Cc1ccc(S(=O)(=O)NCC(c2ccccc2)N2CCCCC2)cc1 (configuration not stated)	-3	11	14	-17	3	15	1	-1	-14	-3	-2
Cn1c(SCC(=O)c2cc3ccccc3o2)nnc1-c1ccccc1	1	-16	6	-32	·	-11	-20	2	-4	-31	-7
Cc1ccc(N2CC(C(=O)Nc3ccccc3N3CCCC3)CC2=O)cc1 (configuration not stated)	3	13	18	-42	-13	16	-10	2	12	-1	-9
COc1ccc(CC(=O)NCC(=O)N/N=C(/C)c2ccco2)cc1	0	3	5	9	-9	-8	3	-1	9	-8	-4
Cc1cnc(C(=O)OCC(=O)N(C(C)C)C(C)C)cn1	-11	-5	1	-29	9	-10	-2	0	4	5	·
Cc1ccc(NC(=O)C2CCCN2S(=O)(=O)c2ccc3c(c2)n(C)c(=O)c(=O)n3C)cc1C (configuration not stated)	1	11	12	4	·	7	-6	1	-6	15	-7
CC(C)(C)C(=O)Nc1ccc(C(=O)CN2C(=O)NC3(CCOc4ccccc43)C2=O)cc1 (configuration not stated)	12	-3	-3	-12	-2	6	9	-2	-12	0	-6
COc1cccc(OCc2nc3ncc(Br)cc3[nH]2)c1	-17	-76	-110	-108	-3	15	-15	20*	-32	-3	·
O=C(CN1C(=O)NC2(CCCC2)C1=O)Nc1cc(S(=O)(=O)N2CCCCC2)ccc1Cl	13	12	5	-17	6	-5	18	·	4	3	-2
Cc1nc(CNC(=O)c2cc(COc3c(F)cccc3F)on2)cs1	-1	-18	-34	-22	4	-3	-19	0	2	-1	-3
Cc1ccc(-c2nc(CS(=O)CC(=O)NCc3ccc(Cl)cc3)c(C)o2)cc1 (configuration not stated)	·	20	1	6	-1	12	5	3	-10	·	-6
O=S(=O)(c1ccc(Cl)cc1)c1snnc1-c1ccccc1	83*	93*	58*	0	94*	40	79	1	-3	8	-3
O=C(NNC1OC(CO)C(O)C(O)C1O)c1cccnc1 (configuration not stated)	-15	3	13	-1	1	20	-21	-4	0	-3	-6
CCOc1ccc(S(=O)(=O)N2CCC(C(=O)N3CCCC3)CC2)cc1C	16	8	7	14	-7	11	25	2	5	-9	-3
N/C(=N\OC(=O)CCCc1ccccc1)c1ccccc1	-10	-88	-110	-27	3	-20	-46	2	2	4	-7
CC(C)Oc1ccc(N2CC(C(=O)Nc3ccccc3F)CC2=O)cc1 (configuration not stated)	4	3	21	13	6	-11	7	2	12	5	-4
O=C(c1cccnc1)N1CCN(C(=O)c2cccs2)CC1	3	-7	-20	-2	·	-4	-9	0	6	-1	·
COc1cccc(CNC(=O)Cn2ccc3cc(S(=O)(=O)N4CCCCCC4)ccc32)c1OC	8	15	-7	1	-9	-9	31	1	11	-1	-2
CCOc1ccc(CCNC(=O)COC(=O)c2ccccc2O)cc1OCC	-6	1	-5	-27	2	3	7	4	16	-2	-5
COc1ccc(C)cc1NC(=O)C(Sc1nnc(Nc2cc(C)ccc2OC)s1)c1ccccc1 (configuration not stated)	23	29	5	-41	6	-6	-13	-2	-1	0	-17
CSc1ncc(Cl)c(C(=O)C(C#N)c2nc3c(C)cc(C)cc3c(=O)[nH]2)n1 (configuration not stated)	-3	3	7	44	10	39	-21	-3	-17	-9	-10
CNC(=O)COC(=O)c1cc(=O)[nH]c2ccccc12	8	11	19	-13	20	6	8	1	3	-6	-4
Cc1ccc(CNC(=O)CN(c2ccc(Cl)cc2)S(C)(=O)=O)cc1	-23	-52	-87	-44	4	5	-17	4	-5	-4	-5
Cc1ccc(S(=O)(=O)Nc2ccc(O)c(S(=O)(=O)c3ccc(C)cc3)c2)cc1	-6	10	7	5	·	0	-6	4	3	5	-7
CCn1cc(C(=O)Nc2ccc(C)cc2[N+](=O)[O-])c(C)n1	-16	-41	-78	-3	-4	-4	7	-2	-5	-2	-3
O=C(CCc1ccccc1)Nc1ccc(S(=O)(=O)Nc2nccs2)cc1	14	11	4	19	8	-12	4	3	-8	2	-4
CN(C)CCCN(C(=O)COc1ccccc1)c1nc2c(F)cccc2s1	5	-3	6	-11	23	12	·	-4	-5	5	-1
c1ccc(NCCc2ccccn2)cc1	-49	-94	-132	-72	9	-25	-57	·	8	3	-6
CC#CCN(Cc1ccco1)C(=O)c1ccc(OC2CCN(Cc3ccccn3)CC2)cc1	-10	-8	10	-1	0	14	26	-1	-7	-1	-2
CCc1c(C)nc2ncnn2c1N1CCCC(C(=O)NCc2cccs2)C1 (configuration not stated)	6	15	20	-16	-7	8	21	-2	6	-12	-5
Cc1c(O[C@@H]2O[C@H](CO)[C@@H](O)[C@H](O)[C@H]2O)c(CO)c(O[C@@H]2O[C@H](CO)[C@@H](O)[C@H](O)[C@H]2O)c2c1O[C@@H](c1ccccc1)C[C@@H]2O	-1	-5	-5	-7	-4	-3	-19	·	20	-3	-10
CC(C)Oc1ccc(/C(O)=C2/C(=O)C(=O)N(CCN3CCOCC3)C2c2ccccc2)cc1 (configuration not stated)	3	-27	-13	-40	21	-1	-15	10	5	-3	-8
COC(=O)C1=C(C)NC(=O)NC1c1ccsc1 (configuration not stated)	5	5	19	-22	-3	-12	1	1	-6	-10	·
CCn1nc(NC(=O)c2cccnc2)c2cc3cccc(C)c3nc21	4	26	-7	24	-3	18	0	-3	-4	-10	·
COCCN1CC(=O)N2C(c3cccc(C)c3)c3[nH]c4ccccc4c3C[C@H]2C1=O (some centres not stated)	4	12	17	20	4	-2	1	2	5	2	-21
O=S(=O)(c1ccc(-c2cnc(C3CC3)o2)cc1)N1CCN(c2ccccc2)CC1	-80	13	12	-8	1	-5	-7	0	0	-5	-5
COC(=O)c1ccccc1NC(=O)c1nc2nc(C)cc(C)n2n1	4	6	-5	18	-3	-13	1	0	1	-2	0
CC(C)NC(=S)NC(c1ccccc1)(c1ccccc1)c1ccccc1	-1	46	-14	-2	1	18	10	1	16	-15	-5
CC(Nc1n[nH]c(=S)[nH]c1=O)C(=O)OCc1ccccc1 (configuration not stated)	1	18	5	3	-4	-18	11	-1	3	2	-10
CCOC(=O)N1CCN(S(=O)(=O)c2ccc3c(c2)CCN3C(=O)C2CCC2)CC1	7	3	14	24	2	11	5	-2	5	6	·
COc1ccc(-c2nnn(CC(=O)N(CCO)C(C(=O)NC3CCCC3)c3ccc(F)cc3)n2)cc1 (configuration not stated)	4	13	10	4	15	-3	3	0	10	0	-4
